Bioassay records deposited in PubChem BioAssay by University of Kansas High Throughput Screening Laboratory.
Pf apPOL block: Pf-apPOL DNA polymerase inhibition; inhibition, % at 10 µM; 210,000 compounds, 0.25% hits; Recombinant Pf-apPOL, molecular beacon fluorescence, 1.5 h
mHTT CaM bind: inhibitors of human mutant huntingtin-calmodulin interaction; AlphaScreen His-mHTT/GST-CaM binding, luminescence; inhibition, % at 15 µM; 190,000 compounds, 3.6% hits; AID 1671202;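 note: 0% = both proteins with DMSO and 100% = one protein alone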
An asterisk follows results filed as active; x = no result given; & = joins results of further samples. Cut-off read from the data, not from the text of the source: active = inhibition above about 50%; inactive = the rest. The list is partial, so the mix of outcomes need not match the whole.

nr | Molecule | mHTT CaM bind | Pf apPOL block
1 | CC(C1CCCCN1)C1C(O)CC2C3CC=C4CC(O)CCC4(C)C3CCC21C (stereo not given) | x | 16
2 | CS(=O)(=O)N(CC(=O)Nc1ccccc1Cl)c1ccc(F)cc1 | -4 | -5
3 | CN1CCN(C2CN(C3CCCCC3)S(=O)(=O)C2)CC1 (stereo not given) | 10 | -3
4 | O=C1N2Cc3ccccc3C2CS(=O)(=O)N1CCc1ccccc1 (stereo not given) | -9 | -3
5 | O=C(Nc1ccc(F)cc1)Nc1ccc(CN2CCN(c3ccccn3)CC2)cc1 | -3 | 3
6 | CCCCc1ccc(-c2nc(C=Nc3cccc(Cl)c3)c(O)o2)cc1 | 2 | 4
7 | Cc1nc2c(c(Nc3cc(Cl)ccc3C)n1)CCC2 | -4 | -9
8 | CC1(C)C2CCC1(C)C(OCC(O)CN1CCCC1)C2 (stereo not given) | 1 | 0
9 | Cc1ccc(N2C(=O)c3cccc([N+](=O)[O-])c3C2=O)cc1Cl | -4 | 0
10 | CCOC(=O)COc1ccc2c(c1)OC(=Cc1ccc(OC)c(OC)c1)C2=O | -4 | -13
11 | COc1ccc(CCNC(=O)CCN2C(=O)c3ccccc3C2=O)cc1OC | -1&6 | -2&-2
12 | O=C(NCc1ccc2c(c1)OCO2)C1c2ccccc2CC(=O)N1Cc1ccccc1 (stereo not given) | -5 | -4
13 | Cc1ccc(-c2nc3s/c(=C\c4ccc(C)o4)c(=O)n3n2)cc1 | 1 | 3
14 | CCNC(=O)C1Cc2ccc(OC)cc2N2CCN(Cc3ccc(Cl)cc3)CC12 (stereo not given) | 94* | -4
15 | CCCNC(=O)CCC1CCCN(c2cc(NC3CC3)ncn2)C1 (stereo not given) | -9 | -6
16 | COc1cc(C=CC(=O)c2cccc(O)c2)cc2c1OCCO2 | 22 | -6
17 | CCN(CC)CCNC1=CC(=O)OC12CCCCC2 | 1 | -4
18 | Cc1ccc(CNC(=O)c2ccncc2)cc1 | 1 | 2
19 | CCOc1ccc(CC(=O)NCC2CCN(Cc3ccco3)CC2)cc1 | -4 | 1
20 | CC(=O)N1CCc2ccc(NC(=O)c3c(-c4c(Cl)cccc4Cl)noc3C)cc21 | x | 1
21 | O=C(CC1CCCCC1)N1CCCC(c2nc(-c3ccncc3)n[nH]2)C1 (stereo not given) | 41 | -9
22 | CSc1ccc2c(c1)C(N1CCN(C)CC1)Cc1ccccc1S2 (stereo not given) | x | 7
23 | CCCC(C)C(=O)NCc1ccc2c(c1)OCO2 (stereo not given) | -3 | -1
24 | CCOCCCNC(=O)C1(C)CCC(=O)N1c1cc(Cl)ccc1OC (stereo not given) | -2 | -3
25 | Cc1ccc(CN2CCC(CNC(=O)c3ccc4c(c3)NC(=O)C3CCCCN43)CC2)cc1 (stereo not given) | 14 | 6
26 | O=C(c1ccccc1F)N1CCN(Cc2ccc([N+](=O)[O-])cc2)CC1 | 6 | 2
27 | O=S(=O)(c1cccc2ccccc12)n1cnc2ccccc21 | -7 | x
28 | CCCc1cc(=O)oc2cc(C)cc(OC(C)C(=O)NCCC(=O)O)c12 (stereo not given) | 0 | -3
29 | O=C(Nc1ncccc1-c1nc2ccccc2o1)c1ccc(Cl)c(Cl)c1 | -13 | -8
30 | COc1ccc(OC)c(SCC(=O)O)c1 | x | -3
31 | CCCn1c(=N)c(C(=O)NC2CCCC2)cc2c(=O)n3ccccc3nc21 | -3 | -1
32 | Cc1cccc(C(=O)NCC2CCCN(S(=O)(=O)c3cc(C)c(C)cc3C)C2)c1 (stereo not given) | -3 | -5
33 | NS(=O)(=O)c1ccc(CCNC(=O)Cc2cc(-c3cccs3)on2)cc1 | -9 | -6
34 | CC(C)(C)C1=NN(c2ccc([N+](=O)[O-])cc2)C(c2ccccc2)C1 (stereo not given) | -3 | -2
35 | Cc1sc2nc(Cc3ccccc3)nc(N3CCN(C(=O)C(C)C)CC3)c2c1C | 12 | 2
36 | COc1ccc(-c2cc(C(F)(F)C(F)F)on2)cc1 | -21 | x
37 | C=CCNC(=O)C1CC(=O)N(c2ccc(OCC(=O)Nc3cc(C)ccc3C)cc2)C1 (stereo not given) | 15 | 1
38 | CN1C(=O)c2ccc(NC(=O)C(c3ccccc3)c3ccccc3)cc2C1=O | 1 | -6
39 | COc1ccc(-c2noc(CCC(=O)Nc3ccc(Cl)cn3)n2)cc1 | 0 | -5
40 | CCC(Sc1nc(-c2ccc(OC)cc2)nc2c1c(=O)n(C)c(=O)n2C)C(=O)O (stereo not given) | 2 | 1
41 | COc1ccc(S(=O)(=O)N=C2C=C(Nc3ccccc3)C(=O)c3ccccc32)cc1 | 88* | 11
42 | O=C(Cn1c(=O)n(-c2ccc(F)cc2)c(=O)c2sccc21)Nc1ccc(F)cc1 | 2 | 4
43 | CC(C)(C)c1ccc(/C=C2/SC(N3CCCC3)=NC2=O)cc1 | 28 | -3
44 | NC1CCS(=O)(=O)C1 (stereo not given) | 1 | -10
45 | O=C(NCCOc1ccc(F)cc1)c1ccc(S(=O)(=O)N2CCCC2)cc1 | -5 | -102
46 | CS(=O)(=O)N(CC(=O)Nc1cccc([N+](=O)[O-])c1)c1ccccc1F | 6 | -4
47 | O=C(NCc1ccccc1)c1cn(-c2cccc(F)c2)nn1 | -5 | -5
48 | COc1ccccc1N1CCN(C2CCN(C(=O)c3ccco3)CC2)CC1 | 2 | -8
49 | COc1ccc(-c2[nH]ncc2-c2cnn(-c3ccccc3)c2)c(O)c1C | 17 | 3
50 | COc1ccc2nc(N3CCC(C(=O)NCCC4=CCCCC4)CC3)sc2c1 | 0 | -3
51 | Cc1ccc(C)c(N2CCN(Cc3cc(=O)[nH]c(C(C)C)n3)CC2)c1 | 6 | 0
52 | COc1ccccc1N1CCN(S(=O)(=O)c2cccc3cccnc23)CC1 | 9 | -12
53 | COc1cc(OC)c(OC)cc1CN1CCCC1c1c(C)noc1C (stereo not given) | 6 | 4
54 | CC(C)C(NS(=O)(=O)c1ccc(Br)s1)C(=O)O (stereo not given) | -6 | 0
55 | CCOc1ccc(N=C2NC(=O)C(CC(=O)Nc3ccc(OC)cc3)S2)cc1 (stereo not given) | 10 | -7
56 | Cc1c(C(=O)NC2CCCCC2)oc2ccc(S(=O)(=O)N3CCC4(CC3)OCCO4)cc12 | 27 | 6
57 | CC(C)(C)NC(=O)NC(=O)c1ccc(Oc2ccc(C(F)(F)F)cc2[N+](=O)[O-])cc1 | x | 3&-11
58 | CSC(=S)N(C)NC(=O)Nc1cccc(Cl)c1 | x | -23
59 | COc1ccc(S(=O)(=O)Nc2cc(S(N)(=O)=O)ccc2C)cc1 | -1 | -4
60 | Nc1nc(Cn2c(-c3cncs3)nc3ccccc32)nc(N2CCOCC2)n1 | 0 | -3

Screen by screen, quoted from above.
Pf apPOL block for entries 43–50, in order: -3, -10, -102, -4, -5, -8, 3, -3
mHTT CaM bind for entries 43–50, in order: 28, 1, -5, 6, -5, 2, 17, 0

Additional entries follow:
nr | Molecule | mHTT CaM bind | Pf apPOL block
61 | O=C(CO)Nc1cccc(NC(=O)CO)n1 | -2 | -4
62 | Cc1ccc2c(=O)c(C(=O)c3ccccc3)coc2c1 | 6 | 1
63 | COc1cccc(CNC(=O)c2cn3cccc(C)c3n2)c1 | -6 | -2
64 | Cc1cc(C(=O)n2nnc3ccccc32)ccc1[N+](=O)[O-] | -6&-3 | -7&3
65 | CCOc1ccc(CC(=O)N2CCC(c3nc4cccnc4n3C)C2)cc1 (stereo not given) | -1 | -8
66 | CCOC(=O)Cc1csc(NC(=O)CN(C)c2nc3c(C)ccc(C)c3s2)n1 | 7 | -3
67 | O=C(NCc1csc(C2CCN(C(=O)c3ccc(F)cc3F)CC2)n1)C1CCC1 | -13 | -4
68 | CC(C)(C)C(=O)NCCC1CCN(C(=O)c2ccc(F)cc2)CC1 | -7 | -2
69 | N#CC1=C(N)N(c2c(F)cccc2F)C2=C(C(=O)CCC2)C1c1ccc(F)cc1 (stereo not given) | 12 | -2
70 | COc1cc(NC(=O)CCC2=NS(=O)(=O)c3ccccc3N2)cc(OC)c1 | 7 | -1
71 | C=CCN1CN(C(=O)c2ccccc2)Cc2c1sc1c2CCCC1 | 5 | -2
72 | COc1ccc(-c2ccc(S(=O)(=O)NC(C)C(=O)O)cc2)cc1 (stereo not given) | -5 | -43
73 | Cc1nccc(-c2cccc(NN=C(C#N)C(=O)c3ccc(Cl)cc3)c2)n1 | x | 15
74 | Cc1ccc(S(=O)(=O)N2CCC(=O)N(CCOCc3cccc(Cl)c3)CC2)cc1 | 9 | -6
75 | O=c1oc2c(-c3ccc(Br)cc3)cc(O)cc2s1 | 34 | 5
76 | CC1=C(C#N)C(=O)NC(=O)/C1=C\c1ccc(-c2ccc(Cl)c(Cl)c2)o1 | 16 | 4
77 | CC1CC(NC(=O)NCCCCCCNC(=O)NC2CC(C)CC(C)(C)C2)CC(C)(C)C1 (stereo not given) | 1 | x
78 | CCOc1ccccc1NC(=O)c1oc2ccccc2c1NC(=O)c1ccc([N+](=O)[O-])cc1 | -16 | -2
79 | O=C1CCCC(=O)N1CCS(=O)(=O)NCC#CCN1CCc2ccccc2C1 | -2 | -3
80 | O=C1COc2c(Br)cc(Br)cc2O1 | -8 | x
81 | COc1cccc(C2=CC(c3ccc(OC)c(OC)c3OC)n3ncnc3N2)c1 (stereo not given) | -2 | -7
82 | CC(C)n1c(-c2ccccc2)csc1=Nc1ccccc1 | 16 | -2
83 | O=C(Nc1ccc(OC(F)(F)F)cc1)Nc1ccc(C2=NCCO2)cc1 | x | 1
84 | CC(C)NC(=O)c1ccc(OCC2CCN(C(=O)c3ccc(F)cc3Cl)CC2)cc1 | 13 | 5
85 | Cc1ccc(S(N)(=O)=O)cc1NC(=O)c1cccc([N+](=O)[O-])c1 | -3 | 3
86 | O=C(Nc1cnc(N2CCCCCC2)nc1)c1ccccc1 | 2 | -7
87 | CC(C)c1ccc(N2CCN(CC(=O)NCc3ccccn3)C2=O)cc1 | 12 | -29
88 | Cc1cccc(NC(=O)CCCS(=O)(=O)Cc2ccccc2)c1C | -4 | 2
89 | O=C1OC(c2ccc(F)cc2)=N/C1=C\c1ccc(Br)o1 | 7 | -1
90 | Cn1c(=S)n(CCSc2nc3ccccc3n2-c2ccccc2)c2ccccc21 | -11 | x
91 | COc1ccccc1C1=NOC(C(=O)N2CCN(C)CC2)C1 (stereo not given) | -8 | -6
92 | COc1ccc(C=O)cc1OCc1ccccc1 | -10 | 3
93 | CCN1CCN(c2ccc(N3CCCC(C(=O)NCc4ccccc4)C3)nn2)CC1 (stereo not given) | 2 | -7
94 | CC(C)=C1C2C=CC1C1C(=O)N(Cc3cccnc3)C(=O)C21 (stereo not given) | -4 | -5
95 | O=C(NCc1ccccn1)C1CCC(=O)N1C1CCCC1 (stereo not given) | -4 | -10
96 | C=CCc1cc(Cl)ccc1OCCNCCN | 3 | -10
97 | Cc1ccc(C)c(C(=O)Nc2cccn3nc(C(C)C)nc23)c1 | -11 | 0
98 | CC(Oc1ccccc1)C(=O)Nc1scc2c1c(=O)oc1ccccc12 (stereo not given) | -11 | -6
99 | Cc1nn(CC(=O)Nc2sc3c(c2C(N)=O)CCCC3)c(C)c1[N+](=O)[O-] | -5 | -5
100 | O=C(Nc1ccccc1)C1CC(=O)N(c2ccc3c(c2)CCN3C(=O)C2CCC2)C1 (stereo not given) | -4 | -4

Some of the entries so far, screen by screen.
76: CC1=C(C#N)C(=O)NC(=O)/C1=C\c1ccc(-c2ccc(Cl)c(Cl)c2)o1
77: CC1CC(NC(=O)NCCCCCCNC(=O)NC2CC(C)CC(C)(C)C2)CC(C)(C)C1 (stereo not given)
78: CCOc1ccccc1NC(=O)c1oc2ccccc2c1NC(=O)c1ccc([N+](=O)[O-])cc1
79: O=C1CCCC(=O)N1CCS(=O)(=O)NCC#CCN1CCc2ccccc2C1
80: O=C1COc2c(Br)cc(Br)cc2O1
81: COc1cccc(C2=CC(c3ccc(OC)c(OC)c3OC)n3ncnc3N2)c1 (stereo not given)
82: CC(C)n1c(-c2ccccc2)csc1=Nc1ccccc1
83: O=C(Nc1ccc(OC(F)(F)F)cc1)Nc1ccc(C2=NCCO2)cc1
84: CC(C)NC(=O)c1ccc(OCC2CCN(C(=O)c3ccc(F)cc3Cl)CC2)cc1
85: Cc1ccc(S(N)(=O)=O)cc1NC(=O)c1cccc([N+](=O)[O-])c1
screen / no. | 76 | 77 | 78 | 79 | 80 | 81 | 82 | 83 | 84 | 85
mHTT CaM bind | 16 | 1 | -16 | -2 | -8 | -2 | 16 | x | 13 | -3
Pf apPOL block | 4 | x | -2 | -3 | x | -7 | -2 | 1 | 5 | 3

86: O=C(Nc1cnc(N2CCCCCC2)nc1)c1ccccc1
87: CC(C)c1ccc(N2CCN(CC(=O)NCc3ccccn3)C2=O)cc1
88: Cc1cccc(NC(=O)CCCS(=O)(=O)Cc2ccccc2)c1C
89: O=C1OC(c2ccc(F)cc2)=N/C1=C\c1ccc(Br)o1
90: Cn1c(=S)n(CCSc2nc3ccccc3n2-c2ccccc2)c2ccccc21
91: COc1ccccc1C1=NOC(C(=O)N2CCN(C)CC2)C1 (stereo not given)
92: COc1ccc(C=O)cc1OCc1ccccc1
93: CCN1CCN(c2ccc(N3CCCC(C(=O)NCc4ccccc4)C3)nn2)CC1 (stereo not given)
94: CC(C)=C1C2C=CC1C1C(=O)N(Cc3cccnc3)C(=O)C21 (stereo not given)
95: O=C(NCc1ccccn1)C1CCC(=O)N1C1CCCC1 (stereo not given)
screen / no. | 86 | 87 | 88 | 89 | 90 | 91 | 92 | 93 | 94 | 95
mHTT CaM bind | 2 | 12 | -4 | 7 | -11 | -8 | -10 | 2 | -4 | -4
Pf apPOL block | -7 | -29 | 2 | -1 | x | -6 | 3 | -7 | -5 | -10

96: C=CCc1cc(Cl)ccc1OCCNCCN
97: Cc1ccc(C)c(C(=O)Nc2cccn3nc(C(C)C)nc23)c1
screen / no. | 96 | 97
mHTT CaM bind | 3 | -11
Pf apPOL block | -10 | 0
